High-throughput results (PubChem BioAssay)
VCAM1 TNFa inh: reduces TNF alpha induced VCAM1 expression in HUVEC; HUVEC TNFa-induced VCAM-1 immunofluorescence, high-content imaging; inhibition, % at 2 µM; 0.48% of 95,000 active;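 active means inhibition above the batch mean plus 3 SD, with images confirmed as a hit by eye, cut at about 37% in these data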;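 further: 0% = TNF-stimulated DMSO wells and 100% = unstimulated control wells; not every result past the cut was called active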
Candida biofilm: kills Candida albicans biofilms | C. albicans biofilm + clotrimazole, Alamar Blue | inhibition, % at 6 µM | 0.14% of 85,000 active | AID 834;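 active means inhibition above 20%; inactive means inhibition below 20%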;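 further: preformed 24 hr biofilms exposed to compound for 48 hr; 0% = biofilm without compound and 100% = blank killed by clotrimazole plus chlorhexidine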
TNFa cytotox: toxic to HUVEC cells under TNF alpha stimulation. HUVEC TNFalpha-stimulated, Hoechst cell count, imaging. cell count reduction, % at 2 µM. 0.17% of 93,000 active. AID 848;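 active means cell count reduction exceeding the screen mean by over 5 SD, scaled to untreated wells per plate, cut at about 78% in these data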;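 further: cells counted after 24 h of TNF alpha exposure following the 1 h pretreatment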
CYP2C9 act: CYP2C9 (human) activation. P11712. recombinant CYP2C9, luciferin-H conversion, luminescence; active compounds read high; factor 1 = untreated enzyme, 0 = blocked. activation factor at 5 µM. 1.4% of 96,000 active. AID 1024;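 active means activation factor of 2 or more for CYP2C9 at a 5 µM dose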;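 further: 0 = sulfaphenazole-blocked wells and 1 = vehicle-only wells; values of inactives mirror those of a sister screen read the other way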
IL1B cytotox: toxic to HUVEC cells under IL-1B stimulation; cell count reduction, % at 2 µM; 0.41% of 94,000 active; HUVEC cell count loss, Hoechst imaging, IL-1B stimulated; AID 845;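 active means cell count reduction more than 3 SD above the screen-wide mean, cut at about 70% in these data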;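 further: normalized per plate to untreated control cells as the no-loss baseline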
CYP2C19 inhib: blocks human cytochrome P450 2C19. AID 778. P33261. inhibition, % at 5 µM. CYP2C19 Supersomes, luciferin-H EGE luminescence, 30 min. 21% of 96,000 active;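 active means CYP2C19 inhibition above a set limit at 5 µM in the primary screen, cut at about 50% in these data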;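 further: plate controls were negative control wells for no effect and 2.5 mM tranylcypromine positive control for full effect; values of inactives mirror those of a sister screen read the other way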
CYP2C9 inh: blocks human cytochrome P450 2C9 | P11712 | CYP2C9 Supersomes, luciferin-H conversion, luminescence | inhibition, % at 5 µM | 20% of 96,000 active;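 active means blocking of liver enzyme CYP2C9 beyond about 50% at 5 µM, limit read from the data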; further: values of inactives mirror those of a sister screen read the other way
CYP2C19 activ: activators of human cytochrome P450 2C19 | 96,000 tested, under 10 active | AID 1025 | P33261 | activation factor at 5 µM | recombinant CYP2C19, luciferin-H EGE luminescence; active compounds read high; 0 = fully inhibited enzyme, 1 = untreated enzyme;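 active means activation factor of at least 2 at 5 µM in the primary screen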;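 further: 0 = wells with 2.5 mM tranylcypromine and 1 = vehicle-only wells; values of inactives mirror those of a sister screen read the other way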
DAT uptake mod: changed human dopamine transporter uptake under cocaine IC80; 1.3% of 110,000 active; AID 449768; B-score at 10 µM; LLC-PK1 hDAT cells, [14C]-dopamine uptake with cocaine IC80; actives deviate in either direction; Q01959;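 active means Z score or B-score, a plate-position-corrected score, falls beyond the plate's 99.7% confidence bounds, in either direction; inactive means both scores lie inside the 99.7% bounds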;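 further: scored against the spread of the other compound wells on the same plate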
Target sequence (Q01959 whole entry, looked up): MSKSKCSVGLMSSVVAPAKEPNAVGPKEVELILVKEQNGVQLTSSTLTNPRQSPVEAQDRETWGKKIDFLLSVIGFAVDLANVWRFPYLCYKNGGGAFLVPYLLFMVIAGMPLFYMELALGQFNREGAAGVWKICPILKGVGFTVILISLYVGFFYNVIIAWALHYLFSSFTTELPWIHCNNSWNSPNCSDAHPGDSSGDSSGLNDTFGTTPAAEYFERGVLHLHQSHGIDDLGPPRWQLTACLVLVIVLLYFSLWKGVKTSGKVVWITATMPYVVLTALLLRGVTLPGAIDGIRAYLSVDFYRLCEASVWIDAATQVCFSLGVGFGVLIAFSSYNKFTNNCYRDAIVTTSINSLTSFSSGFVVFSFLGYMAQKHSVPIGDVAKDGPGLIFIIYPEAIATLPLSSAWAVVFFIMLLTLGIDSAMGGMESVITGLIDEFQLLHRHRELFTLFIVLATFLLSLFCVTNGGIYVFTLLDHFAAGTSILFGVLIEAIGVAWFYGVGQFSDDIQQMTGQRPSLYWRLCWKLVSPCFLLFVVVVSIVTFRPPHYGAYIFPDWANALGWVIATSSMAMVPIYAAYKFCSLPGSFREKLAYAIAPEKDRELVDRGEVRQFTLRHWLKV
* = called active by the depositor; · = not tested or not shown.

Molecule	VCAM1 TNFa inh	Candida biofilm	TNFa cytotox	CYP2C9 act	IL1B cytotox	CYP2C19 inhib	CYP2C9 inh	CYP2C19 activ	DAT uptake mod
Cc1ccccc1NC(=O)Nc1cc(S(N)(=O)=O)ccc1C	-16	·	-1	0.6	15	7	40	0.9	-0.41
O=Cc1ccc(OCC(=O)NC(=O)NC2CCCCC2)cc1	2	·	-4	0.8	-2	46	16	0.5	-0.35
CC1(C)C(=O)NCCN1C(=O)CSc1nccc(-c2ccc(Br)cc2)n1	9	·	2	·	-14	·	·	·	-1.1
Cc1cccc(-c2noc(CCC(=O)NCc3ccccc3)n2)c1	-8	3	9	0.7	3	13	35	0.9	0.041
CC(C)c1ccc(N2C(=O)CC(Sc3nc4ccccc4o3)C2=O)cc1 (stereo unspecified)	-2	·	-4	0.5	9	6	50	0.9	0.93
CC1CN(C(=O)c2ccc3c(c2)OCO3)OC(c2ccccc2)O1 (stereo unspecified)	62	6	14	0.7	-10	75*	35	0.3	0.77
CCC1(C)Cc2c(sc3c2c(=O)n(C)c2nnc(SCC(=O)c4ccccc4)n32)CO1 (stereo unspecified)	1	7	-2	·	-7	·	·	·	0.85
Cc1c(C(=O)NCc2cccnc2)oc2ccc(S(=O)(=O)N3CCCCC3)cc12	12	4	8	·	3	·	·	·	0.3
COc1ccc(N2CCN(C(c3cccs3)c3nnnn3C3CCCC3)CC2)cc1 (stereo unspecified)	4	2	-31	0.4	-19	29	64*	0.7	-1.3
O=C(N/N=C/c1ccc(-c2cccc(C(F)(F)F)c2)o1)c1cccc(F)c1	-31	·	-34	0.8	-16	-3	25	1	-0.24
Cc1nc(CS(=O)c2ccc(Cl)cc2)cc(N2CCOCC2)n1 (stereo unspecified)	-1	·	-26	0.8	0	45	17	0.6	0.43
O=C1CC(c2ccco2)Cc2nc(NCC3CCCO3)ncc21 (stereo unspecified)	4	5	-27	1	-44	12	4	0.9	0.77
CN(C)/C=C(/C(=O)c1ccc(Cl)cc1)S(=O)(=O)c1ccccc1	9	·	10	1.1	-108	27	-10	0.7	0.68
c1ccc(Cn2ccnc2-c2ccco2)cc1	·	12	·	1.1	·	7	-7	0.9	-0.56
Cc1c(CN(C)C)c2c(n1Cc1ccccc1)C(=O)c1ccc(Br)cc1-2	-23	4	8	0.4	7	79*	63*	0.2	0.67
O=C1NCCCN1Cc1ccc(F)cc1	12	2	-28	0.8	-27	24	22	0.8	-0.23
Cc1ccccc1OCC(=O)Nc1sc2c(c1C#N)CCC2	-2	·	6	0.8	16	-7	16	1.1	-0.038
Nc1sc2c(c1C(=O)NC1CCS(=O)(=O)C1)CCCC2 (stereo unspecified)	3	7	-14	1.1	3	-7	-11	1.1	-0.45
CCOC(=O)Cn1c(=O)n(Cc2ccco2)c(=O)c2ccc(C(=O)NCCc3ccccc3)cc21	-9	8	-9	0.5	-43	27	49	0.7	1.2
CCOc1cc(C=C(C(=O)OC)C(=O)OC)ccc1OCc1ccc([N+](=O)[O-])cc1	13	·	10	0.6	-26	22	39	0.8	0.51
O=S(=O)(c1cccs1)n1cccn1	-2	7	12	1.3	17	-17	-28	1.2	-0.34
c1ccc(OCCSc2nnc3sc4ccccc4n23)cc1	9	5	-2	1.1	-16	30	-9	0.7	0.028
O=C1Nc2ccc([N+](=O)[O-])cc2C1(O)N1CCCCC1 (stereo unspecified)	10	·	9	0.8	1	18	24	0.8	-0.95
CCc1nc(SCc2cc(Cl)ccc2OC)n[nH]1	50	8	·	0.5	20	94*	52*	0.1	-1.3
C/C(=C\c1ccccc1)C(=O)NC1CCSC1=O (stereo unspecified)	-2	·	-8	1	4	21	0	0.8	-0.27
CCOc1ccc(N2CC(C(=O)NCCC3=CCCCC3)CC2=O)cc1 (stereo unspecified)	-39	·	-18	0.8	16	46	23	0.5	0.37
Cc1ccc(-c2nc3ccccc3o2)cc1NC(=S)NC(=O)c1cccs1	12	·	6	0.8	0	-15	16	1.1	1.2
Cc1nc2nc(SCC(=O)NCCN3CCOCC3)nn2c(C)c1Cc1ccccc1	16	2	-13	0.7	3	30	30	0.7	-0.16
CN(C)NC1CCS(=O)(=O)C1 (stereo unspecified)	1	·	-8	1.1	16	-4	-6	1	-0.41
CC(C)(C)c1ccc(-c2nnc(NC(=O)c3ccccc3)s2)cc1	8	·	-6	1.3	-25	0	-31	1	-0.41
Cc1nc2ccc(NC(=O)c3cccc(C(F)(F)F)c3)cc2o1	-4	·	-10	0.8	-26	22	20	0.8	-0.81
Nc1nnc(CCS(=O)(=O)c2ccc(Cl)cc2)s1	6	2	-24	1.2	11	-15	-17	1.2	-1.3
O=C(CSc1nnc(-c2ccccc2Br)o1)N1CCN(C(=O)c2ccco2)CC1	8	10	-14	0.9	22	30	11	0.7	1.5
C#CCn1c(S(=O)(=O)Cc2ccccc2Cl)nc(-c2ccccc2)c1-c1ccccc1	14	·	-5	1	-14	13	-5	0.9	-0.36
COc1ccccc1NC(=S)NNC(=O)c1c(Cl)c(C)nn1C	4	·	-13	0.3	1	7	66*	0.9	-0.33
CC(C)OC(=O)CSc1nnc(Cc2ccccc2)n1CC1CCCO1 (stereo unspecified)	-2	6	-11	1	7	18	3	0.8	-0.75
Cc1cc(C)c(OCCN2C(=O)NC(C)(C)C2=O)c(Cl)c1	12	4	-35	0.6	-6	96*	36	0	-0.63
COc1ccc(NC(=O)C2CCCN2S(=O)(=O)c2ccc3c(c2)CCC(=O)N3)cc1 (stereo unspecified)	6	5	-29	0.1	10	31	90*	0.7	-1.4
O=C(Nc1ccc(Cl)cc1)N1CCN(c2ccccc2)CC1	2	-3	14	·	-16	·	·	·	-0.53
COc1cccc(N2CCN(Cc3nc(N)nc(N4CCCc5ccccc54)n3)CC2)c1	-24	7	-9	0.8	-15	20	16	0.8	1.9
CCCCN(CC)c1nc(N)c(C#N)c(CC#N)c1C#N	8	7	-36	0.1	-11	64*	85*	0.4	1
COc1ccc(N(CC(=O)NCC2CCCO2)S(=O)(=O)c2ccc(C)cc2)cc1OC (stereo unspecified)	17	0	14	0.4	5	-24	55*	1.2	0.8
O=C(Nc1nc(-c2ccc(Cl)s2)cs1)c1ccccc1	-11	0	-36	1.1	11	-6	-7	1.1	-0.49
O=C(CCc1nc2ccccc2c(=O)[nH]1)NCc1cccc(Cl)c1	2	6	-27	0.9	-3	18	12	0.8	0.86
O=S(=O)(Nc1nccs1)c1ccc(NS(=O)(=O)c2cccs2)cc1	2	2	-2	0.1	3	-11	90*	1.1	-0.27
CC(C)c1ccc(C2CC(=O)c3cnc(N4CCc5ccccc5C4)nc3C2)cc1 (stereo unspecified)	-23	·	10	0.9	-12	34	13	0.7	-1.4
COc1cc2c(cc1OC)CN(C(=O)CCCN1C(=O)c3ccccc3C1=O)CC2	12	-2	-12	1	21	-8	1	1.1	0.22
CC1(C)CC(=O)C2=C(C1)Nc1cc3c(cc1C2c1ccc(F)cc1)OCO3 (stereo unspecified)	-7	5	1	0.8	-15	12	23	0.9	-0.2
O=C1CCCC2=C1C(c1cccc(Br)c1)n1nc(-c3ccco3)nc1N2 (stereo unspecified)	-4	19	-1	·	-36	·	·	·	-0.38
Cc1ccc(Oc2nc(-c3ccccc3)ncc2S(C)(=O)=O)cc1	9	·	-7	0.8	-17	24	15	0.8	-1.3

Some of the entries above in another layout:
Values in the order: VCAM1 TNFa inh | Candida biofilm | TNFa cytotox | CYP2C9 act | IL1B cytotox | CYP2C19 inhib | CYP2C9 inh | CYP2C19 activ | DAT uptake mod
O=C(CSc1nnc(-c2ccccc2Br)o1)N1CCN(C(=O)c2ccco2)CC1
  8 | 10 | -14 | 0.9 | 22 | 30 | 11 | 0.7 | 1.5
C#CCn1c(S(=O)(=O)Cc2ccccc2Cl)nc(-c2ccccc2)c1-c1ccccc1
  14 | · | -5 | 1 | -14 | 13 | -5 | 0.9 | -0.36
COc1ccccc1NC(=S)NNC(=O)c1c(Cl)c(C)nn1C
  4 | · | -13 | 0.3 | 1 | 7 | 66* | 0.9 | -0.33
CC(C)OC(=O)CSc1nnc(Cc2ccccc2)n1CC1CCCO1 (stereo unspecified)
  -2 | 6 | -11 | 1 | 7 | 18 | 3 | 0.8 | -0.75
Cc1cc(C)c(OCCN2C(=O)NC(C)(C)C2=O)c(Cl)c1
  12 | 4 | -35 | 0.6 | -6 | 96* | 36 | 0 | -0.63
COc1ccc(NC(=O)C2CCCN2S(=O)(=O)c2ccc3c(c2)CCC(=O)N3)cc1 (stereo unspecified)
  6 | 5 | -29 | 0.1 | 10 | 31 | 90* | 0.7 | -1.4
O=C(Nc1ccc(Cl)cc1)N1CCN(c2ccccc2)CC1
  2 | -3 | 14 | · | -16 | · | · | · | -0.53
COc1cccc(N2CCN(Cc3nc(N)nc(N4CCCc5ccccc54)n3)CC2)c1
  -24 | 7 | -9 | 0.8 | -15 | 20 | 16 | 0.8 | 1.9
CCCCN(CC)c1nc(N)c(C#N)c(CC#N)c1C#N
  8 | 7 | -36 | 0.1 | -11 | 64* | 85* | 0.4 | 1
COc1ccc(N(CC(=O)NCC2CCCO2)S(=O)(=O)c2ccc(C)cc2)cc1OC (stereo unspecified)
  17 | 0 | 14 | 0.4 | 5 | -24 | 55* | 1.2 | 0.8
O=C(Nc1nc(-c2ccc(Cl)s2)cs1)c1ccccc1
  -11 | 0 | -36 | 1.1 | 11 | -6 | -7 | 1.1 | -0.49
O=C(CCc1nc2ccccc2c(=O)[nH]1)NCc1cccc(Cl)c1
  2 | 6 | -27 | 0.9 | -3 | 18 | 12 | 0.8 | 0.86
O=S(=O)(Nc1nccs1)c1ccc(NS(=O)(=O)c2cccs2)cc1
  2 | 2 | -2 | 0.1 | 3 | -11 | 90* | 1.1 | -0.27
CC(C)c1ccc(C2CC(=O)c3cnc(N4CCc5ccccc5C4)nc3C2)cc1 (stereo unspecified)
  -23 | · | 10 | 0.9 | -12 | 34 | 13 | 0.7 | -1.4
COc1cc2c(cc1OC)CN(C(=O)CCCN1C(=O)c3ccccc3C1=O)CC2
  12 | -2 | -12 | 1 | 21 | -8 | 1 | 1.1 | 0.22
CC1(C)CC(=O)C2=C(C1)Nc1cc3c(cc1C2c1ccc(F)cc1)OCO3 (stereo unspecified)
  -7 | 5 | 1 | 0.8 | -15 | 12 | 23 | 0.9 | -0.2
O=C1CCCC2=C1C(c1cccc(Br)c1)n1nc(-c3ccco3)nc1N2 (stereo unspecified)
  -4 | 19 | -1 | · | -36 | · | · | · | -0.38
Cc1ccc(Oc2nc(-c3ccccc3)ncc2S(C)(=O)=O)cc1
  9 | · | -7 | 0.8 | -17 | 24 | 15 | 0.8 | -1.3
